Bioassay records (PubChem BioAssay)
MBD2 DNA inh = inhibitors of MBD2 binding to methylated DNA, primary screen, biochemical, TR-FRET, DNA-binding domain, human | Methyl-CpG-binding domain protein 2 (Homo sapiens), Q9UBB5 | 0.31% of 370,000 active | MBD2 binding to methylated oligonucleotide | inhibition, % at 4.4 µM; in the data active = inhibition above about 13%
PRMT1 FP inh = PRMT1 methyltransferase inhibitors, primary screen, biochemical, fluorescence polarization. recombinant PRMT1, activity-based probe fluorescence polarization. inhibition, % at 2.79 µM. 1.3% of 370,000 active;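 active = inhibition above about 21% made by adding two undisclosed values, limit read from the data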
HTRA1 inh = HTRA1 serine protease inhibitors, primary screen, biochemical, fluorescence polarization, HTS. Q92743. recombinant HTRA1, FP-rhodamine activity-based probe. inhibition, % at 5.96 µM. 0.5% of 340,000 active. AID 504803, 2011; in the data active = inhibition above about 36%;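 also: 0% = enzyme with DMSO and 100% = wells lacking enzyme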
Target sequence (Q92743 whole entry, looked up): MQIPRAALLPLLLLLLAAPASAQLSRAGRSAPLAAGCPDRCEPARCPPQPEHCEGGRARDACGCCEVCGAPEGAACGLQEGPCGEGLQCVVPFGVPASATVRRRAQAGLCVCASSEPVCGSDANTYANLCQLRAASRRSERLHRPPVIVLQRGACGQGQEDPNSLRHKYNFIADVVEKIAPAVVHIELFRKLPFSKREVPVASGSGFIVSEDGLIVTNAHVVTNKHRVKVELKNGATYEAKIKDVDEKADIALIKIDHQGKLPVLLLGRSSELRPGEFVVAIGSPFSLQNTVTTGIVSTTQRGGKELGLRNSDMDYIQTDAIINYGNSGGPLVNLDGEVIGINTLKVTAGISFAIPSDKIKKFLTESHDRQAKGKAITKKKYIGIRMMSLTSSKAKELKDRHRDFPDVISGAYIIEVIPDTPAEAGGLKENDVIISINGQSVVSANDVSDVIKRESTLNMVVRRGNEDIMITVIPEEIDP
SIAE primary = human SIAE inhibitors, primary screen, biochemical, fluorescence polarization, FP-Rh probe, 1536-well HTS. inhibition, % at 9.66 µM. SIAE FP-Rh probe binding. 0.69% of 370,000 active;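 active = inhibition above a cutoff: mean of compounds within the control limits plus 3 SD of those, cut at about 17% in these data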;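 also: 0% = plate median of compound wells and 100% = probe without SIAE protein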
GC-B act = human GC-B receptor activators, primary screen, HEK293 GC-B cells, cGMP TR-FRET, EC30 CNP. Atrial natriuretic peptide receptor 2 (Homo sapiens), P20594. 0% at EC30 CNP, 100% saturating CNP. activation, % at 10 µM. 0.11% of 370,000 active. AID 1920062, 2024;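 active = activation at 10 µM reaching about 35% in either raw or pattern-adjusted values, limit read from the data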
LEDGF integ inh = blockers of LEDGF/p75-dependent integrase strand transfer – biochemical, TR-FRET, high throughput, primary screen; inhibition, % at 3.7 µM; HIV-1 integrase (with human LEDGF/p75); 0.64% of 370,000 active; TR-FRET IN-LEDGF/p75 DNA integration, Eu/Cy5; AID 743269, 2014;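 active = inhibition above the screen-wide mean plus 3 SD, cut at about 13% in these data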;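 also: signal is the Cy5 over europium emission ratio at 671 and 618 nm; 0% = plate median of compound wells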
ABHD4 inh = ABHD4 inhibitors, primary screen, biochemical, fluorescence polarization, mouse | (Lyso)-N-acylphosphatidylethanolamine lipase (Mus musculus), Q8VD66 | purified mABHD4, FP-Rh probe fluorescence polarization | inhibition, % at 8.92 µM | 0.54% of 370,000 active | AID 720543, 2013;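 active = inhibition exceeding the mean over every tested compound plus 3 SD, cut at about 30% in these data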;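 also: 0% = plate median of compound wells and 100% = S159A mutant with DMSO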
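assay system = mABHD4 protein | compound dosing = single nominal dose of 8.92 µM, 0.89% DMSO final | read-out basis = percent inhibition of probe binding, normalized to plate controls | schedule = Enzyme–compound pre-incubation 45 min, then probe 60 min, both 25 °C | detection = fluorescence polarization, excitation 525 nm, emission 598 nm, BODIPY TMR filters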
rCAG binder = binders of r(CAG) RNA repeats, primary screen, biochemical, fluorescence. inhibition, % at 3 µM. r(CAG) RNA repeat, TO-PRO-1 dye displacement fluorescence. 1.3% of 370,000 active;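 active = inhibition above the plate cutoff, the mean of all test compounds on that plate plus 3 SD, cut at about 35% in these data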;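 also: 0% = DMSO alone and 100% = 100 µM mitoxantrone as full dye displacement; higher means more dye released from RNA so lower well fluorescence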
TDP2 absorb = human TDP2 enzyme inhibitors, primary screen, biochemical, epi absorbance, recombinant enzyme | Tyrosyl-DNA phosphodiesterase 2 (Homo sapiens), O95551 | T5PNP hydrolysis, p-nitrophenol absorbance 415 nm | inhibition, % at 12.8 µM | 0.34% of 370,000 active | AID 720702, 2013;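 active = inhibition above the mean of all tested compounds plus 3 SD, set per campaign, cut at about 25% in these data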;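 also: 0% = DMSO with enzyme and 100% = buffer with substrate but no TDP2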
Target sequence (O95551 whole entry, looked up): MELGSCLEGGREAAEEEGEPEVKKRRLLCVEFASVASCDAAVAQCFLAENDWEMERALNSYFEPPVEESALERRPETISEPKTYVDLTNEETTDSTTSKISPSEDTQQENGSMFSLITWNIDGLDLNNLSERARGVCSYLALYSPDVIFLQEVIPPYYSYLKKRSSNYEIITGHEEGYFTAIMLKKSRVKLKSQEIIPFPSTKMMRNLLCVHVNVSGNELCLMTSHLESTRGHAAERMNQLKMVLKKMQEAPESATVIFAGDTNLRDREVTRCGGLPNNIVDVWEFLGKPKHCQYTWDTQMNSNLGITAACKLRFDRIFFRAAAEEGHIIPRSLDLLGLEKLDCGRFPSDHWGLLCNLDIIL
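Assay system: recombinant human TDP2 / Reagent: T5PNP substrate at 5 mM, a TopII-DNA adduct mimic / Measured by: epi absorbance from released p-nitrophenol / Evaluation: % inhibition relative to enzyme-containing and enzyme-free wells / Control set: enzyme-free and DMSO wells / Replicates: each compound tested once, singlicate / Schedule: enzyme reaction with compound for 2 h at 37 °C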
TCR-CD3 inh = inhibitors of human TCR-CD3 interaction, primary screen, biochemical, fluorescence, TAMRA-labeled TCR probe; T-cell receptor (TCR); 0.37% of 360,000 active; inhibition, % at 9.4 µM; in the data active = inhibition above about 19%;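 also: recombinant mutant TCR 2C K166C tagged with TAMRA read by polarization; 0% = receptor in buffer alone and 100% = receptor with positive control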
* = called active by the depositor; . = not tested or not shown. Only part of the results is shown; the hit share may differ from the screen's.

molecule	MBD2 DNA inh	PRMT1 FP inh	HTRA1 inh	SIAE primary	GC-B act	LEDGF integ inh	ABHD4 inh	rCAG binder	TDP2 absorb	TCR-CD3 inh
O=C(Nc1ccc2ncccc2c1)c1cc(Cl)ccc1Cl	5	-2	-11	-10	5	2	-3	-2	3	7
O=C(NN1CCCCCC1)c1ccccc1F	1	-2	4	4	-3	0	4	-2	14	6
CC(C)NC(=O)c1ccccc1NC(=O)CS(=O)(=O)Cc1ccccc1	1	-2	-4	3	2	-3	-5	0	3	-5
O=C(Cc1cccc2c(=O)cc(-c3ccccc3)oc12)OCCN1CCOCC1	-3	3	.	-2	-1	0	-3	-3	-11	0
CCOc1ccc(NC(=O)CC2C(=O)N(c3ccccc3)C(=S)N2Cc2ccccn2)cc1 (stereo not given)	-11	-3	-24	3	-6	-1	-13	5	4	6
Cc1ccc(O)c(C(=O)c2cc(C(=O)NCCc3ccccc3)c(=O)n(CCc3ccccc3)c2)c1	3	1	-53	-13	1	2	-24	13	-3	5
Cc1cc(S(=O)(=O)N2CCCC(N3CCOCC3)C2)c(C)cc1Cl (stereo not given)	-2	1	8	3	-4	2	2	-5	1	2
O=C(COc1ccccc1[N+](=O)[O-])c1ccccc1	-3	-1	-2	5	-4	2	1	-1	-7	4
Cc1cc(=O)[nH]c2c1c(-c1ccccc1)nn2C	7	3	3	-4	2	-2	-9	-2	10	-3
COc1ccccc1OCCCOc1c(C)cc(C)cc1Br	1	-2	-16	-10	2	-2	2	-3	0	3
O=C(COC(=O)c1ccc[nH]c1=O)NCCc1ccc(F)cc1	2	-1	-1	-2	3	-1	2	-3	6	-7
C/C(=C/c1ccccc1)C(=O)N1CC(C)OC(C)C1 (stereo not given)	-1	-2	2	2	1	-4	1	-4	2	-3
Cc1cnc(NC(=O)Cc2ccccc2Cl)s1	2	-3	-7	-11	1	3	6	0	-4	2
Cc1ccccc1NC(=O)Cc1nc(COC(=O)c2ccc([N+](=O)[O-])cc2)cs1	3	2	1	-4	0	-6	25	1	3	4
Cc1ccn2cc(-c3cccc(NS(C)(=O)=O)c3)nc2c1	-4	-1	-3	3	0	-1	1	1	-3	6
O=C(COC(=O)C1=Cc2ccccc2OC1)NCc1ccccc1	1	1	-1	-6	-2	-1	3	-8	17	3

Of the compounds above, these have an NH in an aromatic ring:
molecule	MBD2 DNA inh	PRMT1 FP inh	HTRA1 inh	SIAE primary	GC-B act	LEDGF integ inh	ABHD4 inh	rCAG binder	TDP2 absorb	TCR-CD3 inh
Cc1cc(=O)[nH]c2c1c(-c1ccccc1)nn2C	7	3	3	-4	2	-2	-9	-2	10	-3
O=C(COC(=O)c1ccc[nH]c1=O)NCCc1ccc(F)cc1	2	-1	-1	-2	3	-1	2	-3	6	-7

Other entries
molecule	MBD2 DNA inh	PRMT1 FP inh	HTRA1 inh	SIAE primary	GC-B act	LEDGF integ inh	ABHD4 inh	rCAG binder	TDP2 absorb	TCR-CD3 inh
Cc1ccc(S(=O)(=O)N2CCSC2c2ccco2)cc1 (stereo not given)	5	31*	5	-3	0	4	-5	8	-13	-1
O=C(Nc1cnn(Cc2ccc(Cl)cc2)c1)C1CCCC1	-7	-3	-1	6	5	1	-13	-1	8	2
Cc1ccc(C)c(-n2cc(CN3CCCN(C=O)CC3)c(-c3ccccc3)n2)c1	-3	-1	1	-4	4	2	-8	-5	-16	-9
O=C(NC(=O)c1ccccc1)Nc1ccccc1	3	2	2	-4	-1	-4	-1	-2	6	2
Cc1nc(N)nc(C)c1Cc1ccccc1	-5	-1	4	13	1	2	3	3	1	1
O=C(C1CCC1)N1CCN(c2ccc(Cl)cc2)CC1	3	-4	6	-5	-2	2	-6	-2	-26	6
CCOc1ccc2c(c1)sc(N)[n+]2Cc1cc(C)cc2cccnc12	-2	-3	-15	1	-18	5	-3	10	-9	-3
Cc1nn(-c2ccc(Cl)cc2)c2sc(C(=O)c3c(N)n(C)c(=O)n(C)c3=O)cc12	-1	3	-5	-13	6	-2	-1	0	6	-5
Fc1ccc(C(CNC(=S)NC2CCCCC2)N2CCOCC2)cc1 (stereo not given)	-7	2	-4	-1	-2	-4	1	-4	-6	4
COc1ccc(C2/C(=C(\O)c3cccc(OC)c3)C(=O)C(=O)N2c2ccccn2)cc1 (stereo not given)	-3	-4	-3	-4	-5	-2	1	4	8	2
O=C(O)c1ccc2ncsc2c1	0	25*	7	2	5	10	2	2	-5	-1
O=S(=O)(Cc1ccccc1Cl)NCCc1ccccc1	4	-3	-4	-2	4	1	-3	-4	9	-3
COc1ccc(NC(=O)CSc2nnc(C3CC3)n2N)cc1	2	2	-3	3	6	-2	0	0	-9	0
CC(C)Nc1nc(NCCOc2ccccc2Cl)c2sc(-c3ccccc3)cc2n1	-4	-4	.	19*	-5	1	26	8	-1	2
CN1CCC(OC(=O)Cc2ccc(Cl)cc2)CC1	0	-4	5	-5	-2	3	-6	0	1	2
Cc1csc(-c2cnn(-c3ccccc3)c2NC(=O)c2ccc(C(F)(F)F)cc2)n1	-7	-1	-32	-27	3	3	-29	11	-10	6
C=C1C(=O)[C@@]23[C@H](O)C[C@@H]4C(C)(C)CC[C@H](O)[C@]4(C)[C@@H]2C[C@H](O)[C@@H]1[C@H]3O	1	22*	-4	4	1	3	-1	2	-2	-4
O=C(O)c1csc(-c2cccc(Cl)c2)n1	-1	9	4	-2	-1	-3	2	2	-9	0
Brc1ccc(N=C(c2ccccc2)c2ccncc2)cc1	-1	0	-2	3	1	-2	2	1	7	3
O=S(=O)(NCc1ccccc1)NCc1ccccc1F	-6	-2	0	0	-1	-3	-4	-3	-1	3
CN(CC(=O)Nc1ccccc1)CC(=O)Nc1ccc(F)cc1	0	0	-1	-5	1	-3	4	1	17	-5
CC(=O)c1ccc(-c2cccc(-c3cc(=O)oc4ccc(C(C)(C)C)cc34)c2)cc1	1	8	-53	-13	2	2	-17	8	-4	-1
Oc1[nH]c2ccccc2c1OCc1ccncc1	6	2	3	-5	6	1	5	-3	4	-6
CN(c1ccccc1)S(=O)(=O)c1ccc(C(=O)NCCc2ccccc2)cc1	4	-3	-8	10	4	1	-12	-6	-6	3
CCCCC(=O)Nc1ccc(Br)cn1	2	-4	0	2	0	1	1	-1	-4	3
CCN1C(=O)[C@@H]2[C@@H]3CN(S(=O)(=O)c4ccc(C)cc4)[C@@H](c4ccccc4F)[C@@H]3C(=O)C[C@@H]2C1=O	-2	10	.	-5	-3	2	6	3	1	-3
COc1ccccc1NC(=O)c1ccccc1-c1ccccc1C(=O)O	7	8	2	2	-2	-6	-2	0	-3	0
CCc1cc(C(=O)N2CCN(c3ncccn3)CC2)sc1C	1	-1	4	3	-2	2	2	-8	-5	4
CN(CC(=O)Nc1cccc(F)c1)CC(=O)Nc1cccc(S(N)(=O)=O)c1	-1	-2	7	3	-5	-1	4	4	-11	-8
CC(C)C(=O)Nc1ccc2oc(=O)ccc2c1	2	-2	-1	2	8	0	-5	0	5	-4
COc1cccc(Nc2nc(C)cc(C)c2C(N)=O)c1	-3	-2	3	2	-1	-4	7	2	8	7
O=C(COC(=O)COc1ccc(Br)cc1)NCc1ccccc1	4	3	-5	-3	0	-3	5	0	-2	-7

With a hit mark in SIAE primary, of those listed so far:
| mol | MBD2 DNA inh | PRMT1 FP inh | HTRA1 inh | SIAE primary | GC-B act | LEDGF integ inh | TDP2 absorb | TCR-CD3 inh |
| --- | --- | --- | --- | --- | --- | --- | --- | --- |
| CC(C)Nc1nc(NCCOc2ccccc2Cl)c2sc(-c3ccccc3)cc2n1 | -4 | -4 | . | 19* | -5 | 1 | -1 | 2 |

Other records
molecule	MBD2 DNA inh	PRMT1 FP inh	HTRA1 inh	SIAE primary	GC-B act	LEDGF integ inh	ABHD4 inh	rCAG binder	TDP2 absorb	TCR-CD3 inh
C(#CSCc1ccccc1)SCc1ccccc1	-3	5	-13	-2	0	-3	4	6	-1	-7
CCOc1ccc(C(=O)NC(=S)Nc2cccc(S(=O)(=O)NC3=NCCC3)c2)cc1	-2	-3	-9	4	-2	-4	4	-1	1	3
CCC(CC)NC(=O)c1cc([N+](=O)[O-])ccc1N1CCOCC1	0	-2	3	10	1	-1	-2	1	-5	2
O=C(O)c1cccc(N/N=C/C2=C(Cl)c3cc(Cl)ccc3SC2)c1	-2	15	-18	21*	-2	4	30*	35*	-6	3
COc1cc(C(=O)Nc2cccc(C(C)=O)c2)cc(OC)c1OC	-5	-1	13	1	2	3	3	-5	-3	6
O=[N+]([O-])c1ccc(O)c(CNCc2ccccc2)c1	0	-1	11	1	1	1	2	6	-7	9
CCc1cc2cccc(C)c2nc1SCC(=O)Nc1nonc1C	0	11	-5	-3	2	-7	-10	2	-4	-1
CC(Oc1ccc(F)cc1)C(=O)Oc1ccc(N(C)S(=O)(=O)c2ccccc2)cc1 (stereo not given)	7	3	-5	11	-1	0	-10	2	3	-12
COc1ccc(NC2=Nc3ccccc3N[C@@]23C[C@H]2CCCC(=O)N4CC[C@@H](C3)[C@@H]24)cc1	6	2	10	2	2	0	6	1	6	-1
COC(=O)c1cc(=O)n(Cc2ccccc2)c(=NCc2ccccc2)s1	2	-1	.	1	-5	-2	2	4	-7	6
C[C@@H]1CN([C@H](C)CO)C(=O)c2cc(Br)cnc2O[C@@H]1CN(C)C(=O)c1cccc(F)c1	3	-3	1	17*	2	0	0	3	4	1
CCN(CC)C(=O)C1CCN(c2ncnc3c2cnn3-c2ccc(C)cc2C)CC1	-2	3	-7	-10	-1	-2	2	-8	-9	2
COc1ccc(Cl)cc1Nc1nc(C)cc(=O)[nH]1	3	3	1	0	0	3	3	1	4	0
CCCCN(C(C)=O)c1c(CC)nc2ccc(C(=O)Nc3cccc(OCC(=O)N(C)C)c3)cn12	-6	-1	.	2	-1	-2	-3	0	3	-1
CCOC(=O)c1cn(-c2ccccc2)nc1-c1cccnc1	1	-3	-8	6	-6	4	-1	2	10	1
CCCCN1C(=O)C(CC(=O)NCC2CCCCC2)CC(C(=O)N2CCOCC2)=C1C (stereo not given)	-1	1	11	3	0	3	0	2	0	7
COc1ccccc1Cn1c(=S)[nH]c2cc(C(=O)NC(C)C)ccc2c1=O	0	-5	1	2	5	3	-2	-2	10	4
CCCN(C)C[C@H]1OCc2cnnn2CCCC(=O)N([C@H](C)CO)C[C@@H]1C	13	2	.	1	-6	3	-6	-1	-2	-7
